Source: PubChem
ARNT-TACC3 inh – disruptors of human ARNT/TACC3 interaction | Q9Y6A5 | AlphaScreen His-ARNT PAS-B/GST-TACC3 binding, luminescence; TACC3 fragment carries E629A point mutation | inhibition, % at 9.99 µM | 0.66% of 390,000 active;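 active means mean inhibition of replicates at least 50% and at least half of replicates each reaching 50%; inconclusive means half or more replicates reach 50% but mean below 50%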;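 further: 0% = complete ARNT plus TACC3 wells and 100% = ARNT alone without TACC3; many hits fall short of the cut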
EWS-Fli block – EWS/Fli transcriptional activity inhibition. A673 NR0B1-luciferase reporter, viability-normalised. inhibition, % at 12.6 µM. 0.67% of 350,000 active;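 active means mean inhibition of at least 50% after viability correction, with every replicate also passing that limit; inconclusive means mean reaches 50% but only one of two replicates passes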;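 further: firefly luciferase signal divided by Alamar Blue viability fluorescence both relative to DMSO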
DENV2 CPE rescue – protects cells from dengue virus 2 cytopathic effect | DENV2-infected cells, cytopathic effect rescue, plate reader | 1.7% of 350,000 active | AID 651640 | CPE inhibition, % at 9.99 µM; in the data active means CPE inhibition above about 20%, passing the limit was not always enough; inconclusive means no clear call, values can overlap the other calls; tested in BHK-21 cells;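 further: 0% = median of neutral control wells and 100% = median of positive control wells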
SIRT5 inh – inhibitors of human sirtuin-5 desuccinylase; Purified SirT5, succinyl-peptide AMC, trypsin-coupled fluorescence; inhibition, % at 15 µM; 1.1% of 330,000 active; AID 652115; in the data active means inhibition above about 15%; inconclusive means no clear call, values can overlap the other calls
Target sequence (Q9NXA8 whole entry, looked up): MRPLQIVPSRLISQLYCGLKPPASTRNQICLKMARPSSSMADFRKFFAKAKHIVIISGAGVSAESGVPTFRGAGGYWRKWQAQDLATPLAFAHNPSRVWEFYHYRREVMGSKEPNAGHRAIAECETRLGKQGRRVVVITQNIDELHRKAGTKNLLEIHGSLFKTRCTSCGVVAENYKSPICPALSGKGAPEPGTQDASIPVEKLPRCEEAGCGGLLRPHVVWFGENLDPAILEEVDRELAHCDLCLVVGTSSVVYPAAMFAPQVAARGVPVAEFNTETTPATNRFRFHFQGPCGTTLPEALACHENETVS
PAX8 inh HTS – PAX8 transcriptional activity inhibition. RMG-I TPO-luciferase reporter, SteadyGlo, 24 h. inhibition, % at 12.6 µM. 1.2% of 360,000 active;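 active means mean replicate inhibition at least 60% with every replicate also reaching 60%; inconclusive means only one of the two criteria is met; inactive means mean below 60% and not all replicates reaching 60%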;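 further: luciferase light reporting Pax8 driven TPO promoter activity; plate controls were median of neutral control wells for no effect and mitoxantrone controls for full effect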
Casp6 inh – blocks human caspase-6 cleavage activity; P55212; purified caspase-6, Z-VEID-R110 cleavage fluorescence; inhibition, % at 12.5 µM; 0.53% of 350,000 active; AID 686996;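 active means mean inhibition across replicates at least about 35%, with every replicate also reaching that limit, limit read from the data; inconclusive means only one of the two criteria met; inactive means neither criterion met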;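 further: 0% = median of neutral control wells and 100% = no fluorescence left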
Target sequence (P55212 24-179 limits assumed): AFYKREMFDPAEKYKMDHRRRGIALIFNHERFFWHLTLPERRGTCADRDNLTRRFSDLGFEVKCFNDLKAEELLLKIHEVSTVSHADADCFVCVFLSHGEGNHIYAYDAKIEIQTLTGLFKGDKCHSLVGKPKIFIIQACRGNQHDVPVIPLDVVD
Target sequence (P55212 194-293 limits assumed): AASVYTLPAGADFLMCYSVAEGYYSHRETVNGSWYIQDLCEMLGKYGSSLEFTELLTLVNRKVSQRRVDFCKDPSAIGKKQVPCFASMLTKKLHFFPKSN
LGR2 antag – Drosophila LGR2 receptor signaling inhibition; 0.35% of 380,000 active; inhibition, % at 9.99 µM; HEK293 LGR2, CRE-luciferase, bursicon-stimulated, 4 h; AID 720647;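 active means drop in luminescence signal, shown as inhibition above about 50% in the replicate tests, limit read from the data, passing the limit was not always enough; inconclusive means probably only some replicates passing the limit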;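 further: agonist challenge used bursicon conditioned medium at about half maximal strength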
* hit, by the source's call; ? = inconclusive; nt = not tested or not shown.

mol	ARNT-TACC3 inh	EWS-Fli block	DENV2 CPE rescue	SIRT5 inh	PAX8 inh HTS	Casp6 inh	LGR2 antag
O=C(Nc1cccc2ccccc12)c1ccco1	nt	-15	-10	nt	-5	0	-15
CCN1C(=NCCc2c[nH]c3ccccc23)N[C@@H](c2ccccc2)[C@H](C(=O)OC)[C@H]1C	0	3	27*	nt	-1	nt	8
Cc1sc2nc(C)n(/N=C/c3ccc(O)cc3O)c(=O)c2c1C	21	18	5	3	-18	-2	5
CC(C)c1ccc(N=C(N)N=C(N)N)cc1	1	14	9	-1	-6	-6	10
CNC(=O)C[C@H]1CC[C@H]2[C@H](COc3ccc(NC(=O)c4ccc5c(c4)OCO5)cc3C(=O)N2C)O1	-3	-8	5	nt	-12	nt	-1
Cc1noc(C)c1COC(=O)c1ccc(F)c(S(=O)(=O)N2CCOCC2)c1	-2	4	-5	-2	1	2	-12
O=C(/C=C/c1ccncc1)c1cc(Cl)ccc1O	0	-4	2	3	5	2	-6
Cc1ccc(S(=O)(=O)N(C)C[C@@H]2OCCCC[C@H](C)Oc3ccc(NC(=O)Cc4ccccc4)cc3C(=O)N([C@@H](C)CO)C[C@H]2C)cc1	2	8	?	2	-12	2	-15
CO[C@@H](CN(C)S(=O)(=O)c1ccccc1)[C@@H](C)CN(Cc1ccccc1Cl)[C@H](C)CO	27	8	-1	10	nt	-1	2
COC(=O)[C@]12C[C@H](CC(=O)NCc3cccs3)C(=O)N(Cc3ccccc3)C1=C[C@H](C1CCCC1)O[C@@H]2C	nt	-5	1	nt	-1	-4	13
C[C@@H]1CN([C@@H](C)CO)C(=O)c2cc(-c3cncnc3)cnc2O[C@@H]1CN(C)Cc1ccncc1	-2	2	15	-3	nt	3	-8
COCC(=O)N1[C@H](CO)[C@H](c2ccccc2-c2ccc(C)cc2)[C@@H]1C#N	nt	4	-3	-2	nt	0	6
Cc1ccc(Cl)c(OCC(=O)Nc2sc(C)c(C)c2C#N)c1	nt	-77	5	7	-30	-4	-88
CCCCN(C=O)c1c(CC)nc2ccc(C(=O)NCCN(C)C)cn12	nt	0	19	-4	-17	-2	1
Cc1ccc(S(=O)(=O)Nc2ccc3c(c2)C(=O)N([C@@H](C)CO)C[C@H](C)[C@@H](CN(C)S(=O)(=O)c2cn(C)cn2)OCCCC[C@H](C)O3)cc1	-4	-13	0	0	-10	2	-14
COc1ccccc1N1CCN(S(=O)(=O)CCNC(=O)C2CC2)CC1	3	-2	-3	-4	-3	-3	-9
Cc1ccc(/C=C/S(=O)(=O)NCC(=O)OCC(=O)NCc2ccccc2)cc1	-7	nt	2	-1	-1	1	2
COc1ccccc1C(=O)NC(=O)COC(=O)c1nc2nc(C)cc(C)n2n1	30	-11	0	-1	0	4	-4
COc1ccccc1C(=O)Nc1ccc2c(c1)C(=O)N(C)C[C@H](OC)[C@H](C)CN(CC1CC1)[C@@H](C)CO2	-9	1	-5	3	9	0	0
CCCCCC1CC(CC(=O)Nc2ccc([N+](=O)[O-])cc2)C(=O)O1 (centres undefined)	-2	4	6	-4	28	0	5

Continuation.
mol	ARNT-TACC3 inh	EWS-Fli block	DENV2 CPE rescue	SIRT5 inh	PAX8 inh HTS	Casp6 inh	LGR2 antag
NC(=O)c1cc(C(=O)c2ccccc2Cl)c[nH]1	-6	1	-3	1	8	3	30
c1ccc2c(OCCCCN3CCCC3)cccc2c1	2	-2	4	-1	-2	-121	nt
C[C@@H]1CN([C@H](C)CO)C(=O)c2cc(-c3cncnc3)cnc2O[C@H]1CN(C)CC1CCOCC1	-4	-8	-2	-2	-1	3	-1
O=C(Nc1ccc(C(=O)Oc2ccccc2)c(O)c1)c1ccccc1	nt	-7	-3	4	-18	-6	-30
NCC(=O)Nc1ccc(Cl)cc1C(=O)c1ccc[nH]1	nt	30	-1	0	7	3	18
Nc1c(-c2ccccc2)c(CN2CCOCC2)nn1-c1ccc(C(=O)O)cc1	-6	nt	nt	nt	-1	nt	-9
O=C(C1CCC(=O)N1C1CCCCC1)N1CCN(c2ccc(F)cc2)CC1 (centres undefined)	33	0	6	-1	nt	-1	-2
C[C@@H]1CN([C@H](C)CO)C(=O)Cc2cc(NC(=O)CCC(F)(F)F)ccc2O[C@H]1CN(C)Cc1ccc(C(F)(F)F)cc1	0	5	-5	5	4	1	6
CC(C)CCNC(=O)C1(O)c2ccccc2NC(=O)N1c1ccc(Cl)cc1 (centres undefined)	-2	-35	-2	-4	-20	-1	-12
O=C(CSc1nncc2ccccc12)N1CCCCC1	-8	-64	5	0	-44	0	-26
O=C(C[C@H]1C=C[C@H](NC(=O)C2CC2)[C@H](CO)O1)NCCCN1CCOCC1	nt	5	0	-1	1	1	5
CCCNC(=O)N1C[C@H](C)[C@H](OC)CN(C)C(=O)c2cc(NC(=O)CCC)ccc2OC[C@H]1C	-3	-2	11	-3	-8	-2	2
Cc1ccccc1NC(=O)CCCSc1nc2ccccc2s1	-3	33	nt	-5	-7	-3	2
Cc1cccc(S(=O)(=O)N2CC[C@@H]3[C@H](CO)N(C)c4ccc(-c5ccc(C#N)cc5)cc4[C@@H]32)c1	-9	5	-13	4	89*	0	11
O=S(Cc1ccc(Cl)cc1)c1ncc(CO)n1Cc1ccccc1 (centres undefined)	-1	6	-5	1	4	0	18
COc1ccc(NC(=O)Cc2ccc(C)c(C)c2)cc1Cl	1	-10	3	-2	-4	-3	-11
COc1cc(NC(=O)c2ccc(Cl)cc2Cl)ccc1NC(=O)c1cccs1	4	-23	12	3	-14	-2	9
COc1ccc(S(=O)(=O)N(C)C[C@@H]2Oc3ccc(NS(C)(=O)=O)cc3C(=O)N([C@H](C)CO)C[C@@H]2C)cc1	-10	3	1	2	nt	1	0
CC12CCC(=O)N1C(C(=O)OCC(=O)Nc1cccc(S(=O)(=O)N3CCCCCC3)c1)CS2 (centres undefined)	-5	9	-6	-4	84*	-1	-4
O=C1C(=O)N(CCCn2ccnc2)C(c2ccc([N+](=O)[O-])cc2)/C1=C(\O)c1ccc2c(c1)OCCO2 (centres undefined)	3	1	2	1	-1	1	-4

Going on with the list:
mol	ARNT-TACC3 inh	EWS-Fli block	DENV2 CPE rescue	SIRT5 inh	PAX8 inh HTS	Casp6 inh	LGR2 antag
O=C(O)CSc1nnc(Nc2ccccc2)n1-c1ccccc1	3	-2	6	1	3	1	10
Cc1ccc(CNC(=O)CO/N=C/c2ccc3c(c2)OCO3)cc1	-2	0	-2	2	-8	13	4
O=C(c1cccc(F)c1)N1CCCCN2[C@H](CO)[C@@H](c3ccc(C#CC4(O)CCCC4)cc3)[C@H]2C1	0	-1	4	3	-20	-1	-7
C[C@@H]1CN([C@H](C)CO)C(=O)c2cc(NC(=O)c3ccncc3)ccc2O[C@@H](C)CCCCO[C@@H]1CN(C)S(=O)(=O)c1ccc(Cl)cc1	-2	10	-1	13	4	-1	2
Cc1ccccc1-c1noc(CCC(=O)NCCc2ccccc2)n1	-9	10	-2	-6	-13	-2	3
C[C@@H]1CN([C@@H](C)CO)S(=O)(=O)c2ccc(-c3cccc(F)c3)cc2O[C@@H]1CN(C)S(=O)(=O)c1ccc(F)cc1	-7	-14	12	17*	nt	-1	8
Cc1ccc(OCCC(=O)Nc2ccc(S(=O)(=O)Nc3nccs3)cc2)cc1	6	2	-1	-5	0	-6	1
CCC(=O)N(C)C[C@@H]1Oc2ncc(C#Cc3ccc(OC)cc3)cc2C(=O)N([C@@H](C)CO)C[C@@H]1C	-3	-14	8	-3	-10	0	-21
CC(C)NC(=O)N(C)C[C@H]1Oc2cc(C#Cc3ccccn3)ccc2S(=O)(=O)N([C@@H](C)CO)C[C@@H]1C	2	-8	-8	7	nt	1	4
Cc1ccccc1Oc1nc2ccccn2c(=O)c1/C=C(\C#N)C(=O)Nc1c(C)n(C)n(-c2ccccc2)c1=O	1	nt	nt	nt	1	nt	-5
C=C(C)CNC(=S)N/N=C/C1=CCC2CC1C2(C)C (centres undefined)	8	nt	nt	nt	-8	nt	-11
CCC(=O)N1[C@@H]2c3ccc(-c4ccccc4F)c(=O)n3C[C@H]1[C@H](CO)[C@H]2C(=O)NC1CCCC1	-12	-6	?	-14	-7	5	-12
O=C(COc1ccc(C(=S)N2CCOCC2)cc1)Nc1ccccc1C(F)(F)F	4	-23	nt	-3	9	-1	nt
C[C@@H]1CCCCO[C@H](CN(C)S(=O)(=O)c2cccs2)[C@@H](C)CN([C@@H](C)CO)C(=O)c2cc(NC(=O)Nc3ccccc3)ccc2O1	-6	-6	-14	3	4	1	10
CCN1CCN(C(=O)Cn2c(=O)sc3ccccc32)CC1	nt	-1	-4	nt	-9	-1	-4
Cc1ccc(S(=O)(=O)N2CCCCC2)cc1NC(=O)Cn1ncc(Cl)c(Cl)c1=O	0	75*	-1	-2	99*	5	54*
COc1ccccc1CN1CC(C(=O)NCc2cccc(C)n2)CCC1=O (centres undefined)	-1	4	-1	-5	2	nt	-3
COc1ccccc1N(CC(=O)NCCSCc1ccc(Cl)cc1)S(C)(=O)=O	-11	0	?	0	13	-2	-11
CC1CCCCN1C(=O)COc1ccc(F)cc1 (centres undefined)	2	-1	-4	0	0	-2	-30
O=P(C(=NCCO)NO)(N1CCOCC1)N1CCOCC1	-6	-2	10	1	-9	0	-11

Next entries.
mol	ARNT-TACC3 inh	EWS-Fli block	DENV2 CPE rescue	SIRT5 inh	PAX8 inh HTS	Casp6 inh	LGR2 antag
O=C(NCCOc1ccccc1F)C1CCC(=O)N(CCc2cccc(F)c2)C1 (centres undefined)	6	nt	-5	0	-2	0	11
CCC(=O)Nc1ccc2c(c1)C(=O)N(C)C[C@H](OC)[C@@H](C)CN[C@H](C)CO2	-7	6	12	-12	nt	-7	7
CCn1c(SCC(=O)N(C)C2CCS(=O)(=O)C2)nnc1-c1cccs1 (centres undefined)	0	-1	3	-1	-1	0	29
CCOC(=O)N1CCN(CC(=O)c2ccc(O)c(C)c2O)CC1	5	nt	-2	1	-36	-8	3
O=S(=O)(Nc1cccc(S(=O)(=O)N2CCOCC2)c1)c1ccc(Cl)s1	18	-1	-5	-3	-12	-1	-29
C[C@@H]1CN([C@H](C)CO)C(=O)c2cc(NS(=O)(=O)c3cn(C)cn3)ccc2O[C@@H]1CN(C)S(=O)(=O)c1ccccc1	-13	5	-1	0	nt	-1	4
COc1ccc(-n2c(=O)/c(=C\c3cccs3)s/c2=C(/C#N)C(=O)NCCN2CCOCC2)cc1	-6	14	-2	-1	-4	-1	nt
O=C(C[C@@H]1C[C@H]2c3cc(NC(=O)Nc4ccccc4F)ccc3O[C@H]2[C@H](CO)O1)NCc1ccccn1	1	-4	12	-3	4	2	11
Oc1cc2c(cc1O)[C@@H](c1ccccc1)CNCC2	-3	-3	-1	-1	-15	nt	-13
CCC(C)(C)NC(=O)C(c1ccccn1)N(C(=O)c1csnn1)c1ccc(C)c(C)c1 (centres undefined)	22	-11	0	-1	0	3	15
CCOC(=O)c1c[nH]c2c(C)ccc(Cl)c2c1=O	0	-4	3	6	-10	4	3
COc1cc2c(cc1OC)C(c1ccccc1)N(S(C)(=O)=O)CC2 (centres undefined)	-8	-12	-3	nt	0	0	16
COc1ccccc1NC(=O)N(C)C[C@H]1Oc2ncc(C#CCN(C)C)cc2C(=O)N([C@H](C)CO)C[C@@H]1C	-3	4	-3	6	nt	2	-7
COc1ccc(C(=O)NCc2cn3cccc(C)c3n2)cc1OC	-1	-12	-2	-1	-5	3	-11
N#C[C@@H]1[C@@H](c2ccccc2)[C@H](CO)N1C(=O)c1ccccc1F	13	-5	-2	-1	-41	-2	5
COc1ccccc1CNC(=O)C[C@H]1CC[C@H](NC(=O)CN(C)C)[C@H](CO)O1	-3	-1	2	-4	-11	2	-2
C[C@H]1CCCCO[C@@H](CN(C)CC2CCCCC2)[C@@H](C)CN([C@@H](C)CO)C(=O)c2cc(NC(=O)CCC(F)(F)F)ccc2O1	-6	13	-1	nt	-11	nt	-2
